Assay outcomes as filed in PubChem.
GSH fluor – compound fluoresces at 488/530 nm on GSH beads. GSH beads flow cytometry, compound fluorescence 488/530 nm; hits give high values. fluorescence (KMESF) at 10 µM. 190,000 tested, 0.25% active. AID 1776; in the data active = fluorescence above about 89;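 note: glutathione beads carrying GST-tagged Bcl family fusion proteins plus one bare bead set; values are compound well signal with DMSO vehicle wells as background; inactives centre near 16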
Avidin fluor – avidin bead compound fluorescence profile; Avidin beads, compound fluorescence 488/530 nm, flow cytometry; hits give high values; fluorescence (KMESF) at 10 µM; 220,000 tested, 0.38% active; AID 1775; in the data active = fluorescence above about 47; note: inactives centre near 10
Bim-Bcl-2 – inhibitors of Bim-Bcl-2 interaction, human | P10415 | Bead-based flow cytometry, Bim peptide-Bcl-2 binding | inhibition, % at 10 µM | 190,000 tested, 0.06% active; in the data active = inhibition above about 40%; inconclusive = no clear call, values can overlap the other calls;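 note: 0% = no compound wells with probe peptide and 100% = reference peptide inhibitor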
RGS7-Gao – human RGS7-Galphao interaction regulation; 220,000 tested, 0.35% active; Multiplexed bead flow cytometry, RGS7-Galphao binding; actives lie on both sides; P09471; binding response (% of control), % at 10 µM; AID 1439; in the data active = binding response below about 49% or above about 150%; inconclusive = no clear call, values can overlap the other calls; inactive = in between;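 note: fluorescent Galphao held in activated GDP-AlF4 state binding bead-coupled RGS7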
Bim-Bcl-XL – human Bim-Bcl-XL interaction inhibition; Q07817; Bim peptide-Bcl-XL binding, bead flow cytometry, fluorescence; inhibition, % at 10 µM; 190,000 tested, 0.04% active; AID 1007
RGS4-Gao reg – modulates binding of RGS4 to human Galphao; AID 1415; 220,000 tested, 0.33% active; Multiplexed bead flow cytometry; actives lie on both sides; P09471; binding response (% of control), % at 10 µM; in the data active = binding response below about 49% or above about 150%; inactive = in between;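 note: fluorescent Galphao activated with aluminum fluoride binding bead-coupled RGS4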
ABCB1 inh – human ABCB1 inhibition, ABCG2 as counter-screen; P08183; CCRF-Adr cells, JC-1 efflux, flow cytometry; inhibition, % at 6.6 µM; 190,000 tested, 0.067% active; AID 1326; in the data active = inhibition above about 40%;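 note: 0% = vehicle and 100% = reference inhibitor; higher value means more JC-1 retained so stronger ABCB1 efflux block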
Bim-Bfl-1 – inhibitors of Bim-Bfl-1 interaction, human; 190,000 tested, 0.12% active; Bead-based flow cytometry, Bim-Bfl-1 binding inhibition; Q16548; inhibition, % at 10 µM;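 note: 0% = wells without compound plus tracer and 100% = blocker peptide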
ABCG2 inh – blocks JC-1 efflux by human ABCG2 transporter. inhibition, % at 6.6 µM. 190,000 tested, 0.1% active. IgMXP3 cells, flow cytometry;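 active = inhibition above 80%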;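 note: 0% = DMSO and 100% = nicardipine control wells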
Target sequence (Q9UNQ0 whole entry, looked up): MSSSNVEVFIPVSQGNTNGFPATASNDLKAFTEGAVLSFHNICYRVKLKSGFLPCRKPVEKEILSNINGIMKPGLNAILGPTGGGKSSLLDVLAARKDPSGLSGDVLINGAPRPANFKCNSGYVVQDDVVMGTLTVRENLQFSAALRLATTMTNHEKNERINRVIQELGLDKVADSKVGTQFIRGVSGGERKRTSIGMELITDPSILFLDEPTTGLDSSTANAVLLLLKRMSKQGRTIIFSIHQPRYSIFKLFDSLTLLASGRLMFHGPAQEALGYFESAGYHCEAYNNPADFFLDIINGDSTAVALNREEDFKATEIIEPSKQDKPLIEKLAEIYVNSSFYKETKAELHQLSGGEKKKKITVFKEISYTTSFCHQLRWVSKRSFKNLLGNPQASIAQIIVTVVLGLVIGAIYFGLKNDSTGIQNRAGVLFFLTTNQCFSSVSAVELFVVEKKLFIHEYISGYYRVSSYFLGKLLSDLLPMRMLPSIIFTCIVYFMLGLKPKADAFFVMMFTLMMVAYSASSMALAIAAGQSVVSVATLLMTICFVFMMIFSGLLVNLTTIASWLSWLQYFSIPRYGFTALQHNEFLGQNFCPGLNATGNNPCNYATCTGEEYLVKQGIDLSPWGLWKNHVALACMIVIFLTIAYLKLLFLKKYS
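Test system: IgMXP3 cells (ABCG2) mixed with DDAO far-red-labelled CCRF-Adr cells (ABCB1). Reagent: JC-1 transporter substrate. Compound dosing: single test compound dose, 6.6 µM final. Times: 10 min compound exposure, 25 °C. Detection: flow cytometry of retained JC-1 fluorescence. Read-out basis: efflux inhibition in percent versus controls. Controls: nicardipine and DMSO wells.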
Bim-Bcl-W – disrupts Bim peptide binding to human Bcl-W; 190,000 tested, 0.02% active; Q92843; AID 952; inhibition, % at 10 µM; bead-based flow cytometry;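 note: 0% = bound tracer without compound and 100% = peptide blocker; higher means less fluorescent Bim peptide bound to Bcl-W beads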
Target sequence (Q92843 whole entry, looked up): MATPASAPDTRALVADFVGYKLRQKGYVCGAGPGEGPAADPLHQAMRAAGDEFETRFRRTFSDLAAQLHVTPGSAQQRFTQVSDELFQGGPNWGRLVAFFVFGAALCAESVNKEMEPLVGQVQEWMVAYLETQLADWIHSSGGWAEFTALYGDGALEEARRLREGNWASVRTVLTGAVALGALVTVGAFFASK
Bcl-B Bim block – inhibitors of Bim-Bcl-B interaction, human; Q9HD36; bead-based flow cytometry, Bim peptide-Bcl-B binding; inhibition, % at 10 µM; 190,000 tested, 0.073% active;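 note: 0% = tracer peptide without compound and 100% = reference inhibitor peptide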
Target sequence (Q9HD36 whole entry, looked up): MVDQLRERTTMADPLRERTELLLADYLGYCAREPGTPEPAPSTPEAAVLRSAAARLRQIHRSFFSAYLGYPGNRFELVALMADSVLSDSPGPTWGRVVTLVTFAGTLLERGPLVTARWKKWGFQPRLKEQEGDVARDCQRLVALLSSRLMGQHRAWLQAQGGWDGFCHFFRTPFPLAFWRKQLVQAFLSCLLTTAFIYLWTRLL
The depositor's hits bear a star; ? = inconclusive; · = not tested or not shown. Cut-off read from the data, not from the text of the source, unless noted: active = inhibition above about 40%.

SMILES	GSH fluor	Avidin fluor	Bim-Bcl-2	RGS7-Gao	Bim-Bcl-XL	RGS4-Gao reg	ABCB1 inh	Bim-Bfl-1	ABCG2 inh	Bim-Bcl-W	Bcl-B Bim block
COc1cccc(-c2cc(C(=O)Nn3cnnc3)c3ccccc3n2)c1	9	7	-6	104	-4	102	0.1	-6	0	1	-3
Cc1ccc(Cn2ccc(NC(=O)c3cc(C(C)C)on3)n2)cc1	24	3	-5	44*	-4	49*	0.7	-11	3	0	-7
CCn1cc(C(=O)NCc2ccccc2)c(=O)c2cc(F)c(N3CCN(C(=O)c4ccco4)CC3)cc21	27	6	-10	99	-1	102	4.5	-11	2	2	-11
O=C(c1ccco1)N1CCN(c2ccc(S(=O)(=O)N3CCCC3)cc2)CC1	38	5	-7	99	0	99	0.1	-3	0	2	-2
O=C1Nc2ccc(S(=O)(=O)NCCC3=CCCCC3)c3cccc1c23	6	8	-5	104	-4	101	0.3	-7	2	-4	-4
COCCCNc1oc(-c2ccccc2F)nc1C#N	21	8	-5	101	-3	101	-1.9	-6	-3	1	-3
CCOC(=O)c1ccc(-n2c(C)nc3c(cnn3-c3ccccc3Cl)c2=O)cc1	26	35	-3	100	-3	101	1.2	-2	4	-4	-6
CCN(CC)S(=O)(=O)c1ccc(C)c(NC(=S)N2CCN(C/C=C/c3ccccc3)CC2)c1	11	9	-4	96	-4	98	-1.0	-5	1	-6	-15
CN(C)CC(C)(C)NS(=O)(=O)c1ccc(Cl)cc1	11	8	-7	100	-3	101	2.6	-12	2	0	-5
Cc1ccsc1C(=O)NC(C)c1ccc2c(c1)OCO2 (stereo not given)	21	19	19	93	-1	101	0.8	-2	2	-3	-7
COc1ccc(OC)c(-n2c(-c3cc(-c4ccco4)[nH]n3)n[nH]c2=S)c1	10	9	0	101	-2	101	0.2	3	0	1	-16
N/C(=N\OC(=O)Cc1cccs1)c1cccc([N+](=O)[O-])c1	14	6	-1	104	-5	102	0.2	1	2	-1	-3
CCC(=O)Nc1cccc(SC)c1	6	3	2	100	0	105	0.3	2	0	-1	-1
CCOc1cc(N2CCOCC2)c(OCC)cc1NC(=O)c1ccccc1	12	9	0	99	-1	101	1.9	-4	13	0	-2
Cc1ccc(-c2noc(CC(c3ccccc3)c3ccccc3)n2)cc1	45	9	-7	100	-2	100	0.0	-7	2	0	-7
COc1cccc(C(=O)Nc2c(C)n[nH]c2C)c1	17	55*	0	116	-3	117	0.1	1	1	-1	-3
Cc1cccc(NC(=O)c2ccc(CN3CCN(Cc4ccccc4)CC3)cc2)c1	20	12	1	100	1	103	1.5	-2	3	4	1
C/C(=N\NC(=O)c1ccccc1)c1ccccc1Br	5	3	-2	102	-6	106	0.9	0	9	0	-5
Cc1ccc2cccc(NC3OC(=O)c4ccccc43)c2n1 (stereo not given)	16	6	-1	114	-5	113	-0.4	2	0	-2	-6
Cc1ccc(NC(=O)N2CCN(S(=O)(=O)c3ccccc3)CC2)cc1	14	11	-2	?	-1	97	1.5	4	10	-3	2
CCCCc1n[nH]c2c1C(=O)CC(C)(C)C2	13	26	-5	105	-5	103	0.0	-7	0	-3	-6
CC1(C)C2CCC1(CS(=O)(=O)NCc1ccc(C(=O)O)cc1)C(=O)C2 (stereo not given)	25	12	-7	103	-3	102	0.3	-5	1	-2	-3
Oc1ccc(C[C@H]2CNC(=S)N2CCc2cc(C(F)(F)F)cc(C(F)(F)F)c2)cc1	21	6	-1	104	-1	103	0.6	-5	3	-2	-5
COCCn1c(=S)[nH]c2cc(C(=O)N3CCN(Cc4ccc5c(c4)OCO5)CC3)ccc2c1=O	64	13	0	106	2	108	0.1	7	1	4	3
COc1ccc(CCNC(=O)N2CCOCC2)cc1	20	19	19	95	1	97	0.5	0	1	-1	-5
COC(=O)CN1C(=O)C(O)=C(C(C)=O)C1c1ccc([N+](=O)[O-])cc1 (stereo not given)	31	11	-8	102	-6	101	-1.6	-14	38	-3	-8
CN(C)CCNC(=O)CCCNC(=O)Cn1cnc2sc3c(c2c1=O)CCCC3	41	7	-5	92	2	93	0.2	-9	2	2	-6
N#CCOC(=O)/C=C/c1ccc2c(c1)OCO2	13	7	0	?	-2	102	0.4	-4	1	0	0
CC(Sc1nnc(COc2ccccc2)n1Cc1ccccc1)C(=O)O (stereo not given)	10	5	-2	97	1	97	0.6	4	4	3	1
CC(=O)c1ccc(OCc2ccccc2)c(C)c1O	18	9	-1	94	-7	94	0.6	-2	17	-6	-5

Entries listed so far with a COOH group:
SMILES	GSH fluor	Avidin fluor	Bim-Bcl-2	RGS7-Gao	Bim-Bcl-XL	RGS4-Gao reg	ABCB1 inh	Bim-Bfl-1	ABCG2 inh	Bim-Bcl-W	Bcl-B Bim block
CC1(C)C2CCC1(CS(=O)(=O)NCc1ccc(C(=O)O)cc1)C(=O)C2 (stereo not given)	25	12	-7	103	-3	102	0.3	-5	1	-2	-3
CC(Sc1nnc(COc2ccccc2)n1Cc1ccccc1)C(=O)O (stereo not given)	10	5	-2	97	1	97	0.6	4	4	3	1

Following part.
SMILES	GSH fluor	Avidin fluor	Bim-Bcl-2	RGS7-Gao	Bim-Bcl-XL	RGS4-Gao reg	ABCB1 inh	Bim-Bfl-1	ABCG2 inh	Bim-Bcl-W	Bcl-B Bim block
COC(=O)NNC(=O)C(C)Oc1ccc(Cl)cc1Cl (stereo not given)	42	8	-5	107	-9	113	0.0	-6	0	0	-5
CCOC(=O)/C(N=Nc1ccc2c(c1)OCO2)=C(\C)O	11	24	-8	105	-4	101	0.5	-7	2	0	-7
CCOC(=O)CSC1=C(C#N)C(c2ccccc2Cl)C(C(=O)OC)C(=O)N1 (stereo not given)	11	15	-1	99	0	104	0.6	-2	3	-2	-2
CC1=C(C(=O)N2CCOCC2)C(c2cc(C)cs2)NC(=O)N1 (stereo not given)	22	3	-2	92	0	84	-0.5	0	-1	0	-1
CCC(CC)NC(=O)CC(c1ccccc1)c1ccccc1	17	13	0	107	-1	100	0.1	-2	1	1	1
c1ccc(-c2nc(N3CCCCCC3)c3ccccc3n2)nc1	11	38	-2	99	0	100	1.0	-1	3	4	19
Cn1c(=O)c(Sc2ccc(Cl)cc2)c(O)c2ccccc21	17	9	-2	98	-8	97	0.1	-2	14	-3	-3
CCOC(=O)c1sc2nc[nH]c(=O)c2c1C	41	11	-9	100	-4	100	-0.2	-13	10	4	-6
CSC(=NS(=O)(=O)c1ccc(C)cc1)SC	30	11	-12	98	-4	101	2.1	-16	34	0	-8
COc1ccc(OCC(=O)Nc2cc(-c3nn4c(C)nnc4s3)ccc2C)cc1	23	17	-7	114	·	106	1.3	0	7	-6	0

Shown as a hit in Avidin fluor, of those listed so far:
Compound	GSH fluor	Avidin fluor	Bim-Bcl-2	RGS7-Gao	Bim-Bcl-XL	RGS4-Gao reg	Bim-Bfl-1	ABCG2 inh	Bim-Bcl-W	Bcl-B Bim block
COc1cccc(C(=O)Nc2c(C)n[nH]c2C)c1	17	55*	0	116	-3	117	1	1	-1	-3

(listing goes on)
SMILES	GSH fluor	Avidin fluor	Bim-Bcl-2	RGS7-Gao	Bim-Bcl-XL	RGS4-Gao reg	ABCB1 inh	Bim-Bfl-1	ABCG2 inh	Bim-Bcl-W	Bcl-B Bim block
Cc1cc(C)cc(NC(=S)NC2CC3CCCC(C2)N3C2CCCC2)c1 (stereo not given)	21	13	0	100	-1	102	0.5	-3	0	0	-1
COc1ccc(-n2nnnc2SCC(=O)Nc2nnc(C)s2)cc1	32	10	-8	92	-3	89	0.2	-10	0	-4	-3
Cc1cccc(C)c1Nc1nnc(SCc2nc3ccccc3s2)s1	11	22	-2	104	-10	100	-0.6	1	-7	-4	-19
Cc1nn(CC(=O)NCc2cccc3ccccc23)c(=O)c2ccccc12	11	42	1	100	0	97	1.7	0	6	-3	-3
CC(C)CNC(=O)c1ccc(Cl)c(Cl)c1	27	13	-12	96	-10	100	1.8	-18	23	0	-9
CC1CCN(C(=O)CSc2nnc(CNc3ccc(F)cc3)n2Cc2ccco2)CC1	10	8	0	100	-2	101	0.1	0	3	0	-2
COc1ccc(-c2[nH]ncc2CN2CCN(C(=O)c3ccco3)CC2)cc1F	13	7	-6	89	-1	88	0.0	-8	0	-4	-6
CC(=O)c1cc(-c2ccccc2)n(CC(=O)NC2CCCCC2)c1C	16	21	0	90	-2	94	1.2	-5	3	-3	-5
C=CCn1c(SCc2nc3cc(C(=O)OC)ccc3c(=O)[nH]2)nc2sc(CC)cc2c1=O	10	14	-7	98	-4	101	4.6	-9	19	-1	-4
Nc1nonc1OCCc1ccccc1	24	18	-4	101	-1	101	0.8	-10	4	0	-4
CCOC(=O)c1sc(NC(=O)CSc2n[nH]c(CC)n2)nc1C	25	15	0	100	0	101	0.1	-3	4	1	0
O=C(CNC(=O)c1ccco1)OCC(=O)c1ccc2ccccc2c1	61	13	-3	98	-1	99	0.4	-2	3	-5	-3
Nc1ccc(C2CCCc3nonc32)c2nonc12 (stereo not given)	57	10	0	100	-4	103	0.4	-4	3	-1	-1
CCN1C(=O)S/C(=C/c2c(OCc3ccc(C(=O)O)cc3)ccc3ccccc23)C1=O	12	3	-3	97	-5	95	-0.7	-1	-2	-1	-1
COc1ccc(C(=O)/C=C/C(=O)N(Cc2ccccc2OC)C(C(=O)NC2CCCCC2)c2ccncc2)c(O)c1 (stereo not given)	6	13	-5	101	-6	101	-0.4	-1	-2	0	-6
Cc1cc(CNC(=O)Cc2c(F)cccc2Cl)nn1C	26	2	2	97	2	100	-0.1	1	-1	0	3
COc1cc2c(cc1OC)[C@@H]1Cc3cc4c(cc3[C@H](C2)N1C)OCO4	17	10	0	104	-3	106	1.8	1	0	-1	-4
Cc1nc2nc(SCC(=O)NCCCN3CCOCC3)nn2c(C)c1Cc1ccccc1	15	11	-1	93	-2	94	0.3	-7	1	-3	-5
O=C1C=C(N(CCO)Cc2ccccc2)c2ccccc2C1=O	10	25	0	98	3	104	0.5	-4	2	5	-4
O=C(Nc1cccc(F)c1)c1cccnc1N1CCOCC1	12	10	-8	100	-5	98	-6.1	-8	-5	-1	-11
CS(=O)c1nc(-c2ccc(Br)cc2)cc(-c2ccccc2)c1C#N (stereo not given)	38	14	-8	98	-2	99	3.5	-11	5	0	-7
CC(=O)c1cnc(SCCN2C(=O)c3ccccc3C2=O)nc1C	29	8	0	97	1	96	0.4	0	4	1	1
COc1ccc(NC(=S)NCCCN2CCCC2)cc1	16	8	-3	?	-2	96	-0.2	-5	-1	-1	-3
COc1ccccc1CC(=O)Nc1ccc([N+](=O)[O-])cc1O	17	8	1	104	0	108	1.0	-3	6	0	-1
CCN(C(=O)CSc1nnc(Nc2ccccc2C)s1)C1CCS(=O)(=O)C1 (stereo not given)	15	5	-12	99	-11	99	-0.8	-12	-3	-8	-12
CCCNC(C)C(=O)Nc1ccccc1C (stereo not given)	65	7	-1	96	-3	95	·	0	-1	0	0
CCCc1nn(C)c(C(=O)Nc2ccccc2)c1Cl	19	11	-9	99	-7	104	0.8	-6	14	-7	-6
Cc1ccc(Cl)cc1NC(=O)CC1NCCNC1=O (stereo not given)	12	23	-1	104	-7	104	0.8	-2	0	-3	-6
O=C(NC1CCCCC1)C(c1ccco1)N(CCc1ccccc1)C(=O)C(F)(F)F (stereo not given)	15	6	1	99	-1	98	0.6	4	2	-2	-4
Cc1onc(-c2ccccc2)c1C(=O)Nc1ccc(OC(C)C)cc1	14	23	-5	98	-9	99	0.5	-13	4	-6	-8

Rows are unselected; 1.3% or so of the library scored in one or more.
